Assay outcomes (PubChem)
GPR7 antagonist = antagonists of human GPR7 (neuropeptides B/W receptor 1). P48145. GPR7-expressing cells, fluorescence antagonist assay. inhibition, % at 4.4 µM. actives 1.1% (n = 290,000). AID 1861; in the data active = inhibition above about 16%, passing the limit was not always enough;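 note: cells stimulated with the agonist NPW; 0% = agonist with vehicle and 100% = vehicle without agonist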
Target sequence (P48145 whole entry, looked up): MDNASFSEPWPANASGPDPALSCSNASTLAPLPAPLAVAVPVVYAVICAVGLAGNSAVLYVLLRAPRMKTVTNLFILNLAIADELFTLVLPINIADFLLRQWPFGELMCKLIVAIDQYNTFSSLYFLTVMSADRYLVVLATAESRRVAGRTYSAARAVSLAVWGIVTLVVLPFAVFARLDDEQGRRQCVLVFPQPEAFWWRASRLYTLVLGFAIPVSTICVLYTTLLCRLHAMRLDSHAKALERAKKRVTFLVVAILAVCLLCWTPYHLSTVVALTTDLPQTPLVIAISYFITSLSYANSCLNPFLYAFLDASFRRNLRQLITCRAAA
MEKK3 PB1 HTS = MEKK3-MEK5 PB1 interaction, increase or decrease. bead-based flow cytometry, Alexa488-MEK5 binding to MEKK3; actives lie on both sides; 0 = blocked by unlabeled MEK5, 100 = vehicle. Q99759. binding response (% of control), % at 10 µM. actives 1.4% (n = 290,000);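 active = binding response more than 3 SD above or below the average of its plate-row segment, actives on both sides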;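 note: Alexa488 bead fluorescence after subtracting the streptavidin-only scavenger bead signal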
OXTR ag = human OXTR agonism; CHO-OTR cells, Fluo-8 calcium fluorescence; normalized: DMSO 0%, oxytocin 100%; actives 0.32% (n = 320,000); activation, % at 3 µM;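 active = activation above the mean of all tested compounds plus 3 SD, cutoff set per screening run, cut at about 20% in these data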;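 note: peak over basal fluorescence ratio from a 100 s FLIPR kinetic read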
Target sequence (P30559 whole entry, looked up): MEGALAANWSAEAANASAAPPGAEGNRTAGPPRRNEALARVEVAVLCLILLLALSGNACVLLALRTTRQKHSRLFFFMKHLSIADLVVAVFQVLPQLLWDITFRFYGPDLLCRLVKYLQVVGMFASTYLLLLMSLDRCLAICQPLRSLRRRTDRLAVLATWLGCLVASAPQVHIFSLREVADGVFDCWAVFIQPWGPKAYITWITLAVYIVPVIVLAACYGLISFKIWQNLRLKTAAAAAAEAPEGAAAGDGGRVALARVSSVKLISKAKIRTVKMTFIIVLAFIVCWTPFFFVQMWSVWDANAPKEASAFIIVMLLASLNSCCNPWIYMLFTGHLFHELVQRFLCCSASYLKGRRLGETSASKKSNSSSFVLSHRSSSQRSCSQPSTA
MEKK2wt PB1 HTS = raises or lowers MEK5 binding to wildtype human MEKK2 PB1 domain. bead flow cytometry, Alexa488-MEK5 binding to MEKK2 WT; actives lie on both sides. binding response (% of control), % at 10 µM. actives 1.1% (n = 290,000). AID 1531; in the data active = binding response below about 67% or above about 130%
DNA FID counter = fluorescent intercalator displacement, NS3 helicase counter-screen. DNA fluorescent intercalator displacement, fluorescence. AID 1845. inhibition, % at 7.9 µM. actives 0.17% (n = 290,000); in the data active = inhibition above about 37%;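 note: 0% = vehicle and 100% = reference compound; higher means more ethidium bromide displaced from hairpin DNA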
NALP1 inh = NALP1 inhibition | S. cerevisiae NALP1/ASC/caspase-1 growth, X-gal OD620, 72 h | inhibition, % at 10 µM | AID 2071 | actives 0.61% (n = 280,000); in the data active = inhibition mostly above about 24%, no sharp cut-off; inactive = mostly below about 32%; note: some compounds called inactive have numbers as strong as hits
MEKK2 mut-MEK5 = signal of MEK5 binding to mutant human MEKK2 PB1 domain; bead flow cytometry, Alexa488-MEK5 binding to MEKK2 mutant; percent response, % at 10 µM; actives 0.35% (n = 290,000); in the data active = percent response above about 24%, passing the limit was not always enough; note: inactives centre near 1; some results filed as inactive read as strong as hits; reference of the scale not given here
PHOSPHO1 inh = inhibitors of human PHOSPHO1 phosphatase; recombinant PHOSPHO1, absorbance phosphatase assay; AID 1565; actives 1.1% (n = 290,000); inhibition, % at 13.3 µM; in the data active = inhibition above about 60%
Target sequence (Q8TCT1 whole entry, looked up): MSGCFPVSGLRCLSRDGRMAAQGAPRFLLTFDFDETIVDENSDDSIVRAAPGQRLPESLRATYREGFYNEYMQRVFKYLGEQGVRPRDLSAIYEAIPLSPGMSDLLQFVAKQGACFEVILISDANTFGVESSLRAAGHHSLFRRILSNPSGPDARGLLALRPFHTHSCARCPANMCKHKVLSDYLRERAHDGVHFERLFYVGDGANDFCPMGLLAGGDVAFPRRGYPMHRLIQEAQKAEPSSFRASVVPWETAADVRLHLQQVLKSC
PfM18AAP inh = blocks P. falciparum M18 aspartyl aminopeptidase. recombinant PfM18AAP, H-Glu-NHMec fluorogenic cleavage. inhibition, % at 7.35 µM. actives 1.2% (n = 290,000);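 active = inhibition above the campaign mean inhibition over all tested compounds plus 3 SD, cut at about 28% in these data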;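 note: 0% = plate median of test compound wells and 100% = 2 mM ZnCl2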
* = called active by the depositor; . = no result given; & = joins results of further samples; [ ] = remark or other dose.

SMILES	GPR7 antagonist	MEKK3 PB1 HTS	OXTR ag	MEKK2wt PB1 HTS	DNA FID counter	NALP1 inh	MEKK2 mut-MEK5	PHOSPHO1 inh	PfM18AAP inh
Cc1cccc(-c2cc(C(=O)Nc3c(C)n(C)n(-c4ccccc4)c3=O)c3ccccc3n2)c1	-11.3	109.0	-0.7	113.0	-37.3	5.1	8.0	13.0	-0.3
Cc1nc(-c2ccc(F)cc2)c(CC(=O)N2CCN(S(=O)(=O)c3ccc(F)cc3)CC2)s1	-14.3	100.0	-0.4	103.0	-32.0	9.5	-2.0	16.2	-1.5
CCNC(=S)N1CCC(C(O)(c2ccccc2)c2ccccc2)CC1	-12.7	104.0	0.5	102.0	-15.7	20.8	0.0	-18.1	3.1
COc1ccc(-n2c(SCC(=O)Nc3cc(C)on3)nc3c(c2=O)SCC3)cc1	-3.0	105.0	-0.4	106.0	-0.4	-15.8	6.0	0.1	-3.5
Cc1ccc(C(=O)O)cc1-c1ccc(C=C2C(=O)c3ccccc3C2=O)o1	13.2	.	1.1	.	-9.6	-15.1	.	5.5	8.3
COC(=O)c1ccccc1NC(=O)c1ccc(-c2cccc(Cl)c2)o1	14.8	98.0	-0.6	94.0	-2.0	-10.8	8.0	16.4	-7.1
Cc1ccc2c(Cl)c(C(=O)NCCCn3ccnc3)sc2c1	-4.6	104.0	3.5	107.0	5.8	7.9	1.0	5.7	-0.3
OCCN1CCOCCN(CCO)CCN(CCO)CC1	-13.8	97.0	1.4	99.0	0.5	10.0	-6.0	1.0	3.8
O=S(=O)(NCc1csc(-c2cccs2)n1)c1cccs1	9.7	88.0	-0.4	88.0	0.1	-1.2	-17.0	30.5	-0.2
O=C(c1cnn2cccnc12)N1CCN(Cc2ccc3c(c2)OCO3)CC1	-12.3	100.0	1.6	104.0	-1.8	-3.1	0.0	5.5	4.5
Nc1nc(-c2ccccc2)nn1C(=O)Cc1ccccc1	-10.4	97.0	-0.6	97.0	-4.0	4.2	-1.0	-10.0	5.0
CC1=C/C(=N\NC(=S)NCCc2ccccc2)CC(C)(C)C1	-15.1	95.0	-1.9	93.0	-13.1	-8.4	-8.0	34.2	-4.1

Profiles, looked up by structure. Screens in order: GPR7 antagonist	MEKK3 PB1 HTS	OXTR ag	MEKK2wt PB1 HTS	DNA FID counter	NALP1 inh	MEKK2 mut-MEK5	PHOSPHO1 inh	PfM18AAP inh
`Cc1nc(-c2ccc(F)cc2)c(CC(=O)N2CCN(S(=O)(=O)c3ccc(F)cc3)CC2)s1` is listed as -14.3	100.0	-0.4	103.0	-32.0	9.5	-2.0	16.2	-1.5
`O=C(c1cnn2cccnc12)N1CCN(Cc2ccc3c(c2)OCO3)CC1` is listed as -12.3	100.0	1.6	104.0	-1.8	-3.1	0.0	5.5	4.5
`CCNC(=S)N1CCC(C(O)(c2ccccc2)c2ccccc2)CC1` is listed as -12.7	104.0	0.5	102.0	-15.7	20.8	0.0	-18.1	3.1

Next part.
SMILES	GPR7 antagonist	MEKK3 PB1 HTS	OXTR ag	MEKK2wt PB1 HTS	DNA FID counter	NALP1 inh	MEKK2 mut-MEK5	PHOSPHO1 inh	PfM18AAP inh
Cc1cccc(OCc2occc2C(=O)Nc2cccc(-n3cnnn3)c2)c1	-24.9	101.0	5.7	104.0	-13.3	11.0	0.0	31.5	-0.1
Cc1csc(Nc2ccc(C(=O)O)cc2)n1	-8.3	108.0	0.9	103.0	-1.0	-11.8	7.0	11.5	-10.0
O=C(c1ccco1)N1CCN(C(=O)c2cc3c(s2)-c2ccccc2OC3)CC1	5.0	106.0	1.7	105.0	-19.4	8.1	10.0	-14.5	3.3
Cc1ccc(N(C)S(=O)(=O)c2nnc(NC(=O)c3ccco3)s2)cc1	-18.1	99.0	0.4	95.0	-27.1	2.8	1.0	34.4	-4.5
O=C(CSCc1ccccc1)Nc1ccccc1	24.2	102.0	-0.5	101.0	-12.4	8.9	-1.0	11.4	14.3
O=C(Nc1ccc2c(c1)OCO2)C1CC(c2c(F)cccc2Cl)=NO1 (stereo unspecified)	29.0*	105.0	3.0	102.0	-13.2	17.8	-2.0	-18.6	7.3
CCOc1ccc(-c2nnc(-c3ccco3)o2)cc1	11.6	103.0	-1.1	98.0	-10.2	42.0	2.0	-0.3	-8.8
Cc1cc(C)cc(OCC(=O)Nc2nc(-c3cccnc3)cs2)c1	-12.3	102.0	-0.7	103.0	-18.8	11.7	4.0	14.2	44.4*
CC(C)(C)c1sc(N)nc1-c1ccccc1	-1.6	96.0	-0.6	92.0	-1.9	.	-1.0	.	5.4
NC(=O)c1nsc(C(=O)N(Cc2ccc(F)cc2)C(C(=O)NCC2CCCO2)c2ccc(F)cc2)c1N (stereo unspecified)	2.7	102.0	2.2	101.0	-38.0	17.3	2.0	8.0	4.2
CC(c1ccon1)N(C)Cc1cn[nH]c1-c1ccc(-c2ccccc2)cc1 (stereo unspecified)	-16.0	103.0	-0.6	103.0	-1.2	-17.8	5.0	22.6	9.9
O=C(NCCc1nnc2ccc(N3CCCCCC3)nn12)c1ccccc1F	-19.4	102.0	-0.8	100.0	-39.0	6.2	2.0	4.5	-4.2
CCC(=O)NC(C)C(c1cccs1)N1CCN(c2ccccc2)CC1 (stereo unspecified)	-5.7	96.0&108.0	1.0	92.0&113.0	-5.5	3.3	-1.0&6.0	5.3	-5.9
COc1cc(C2CC(=O)c3c(O)cc(O)cc3O2)ccc1O (stereo unspecified)	-14.5	105.0	5.5	101.0	0.7	-4.7	2.0	39.7	7.7
CCC(=O)Nc1nc2c(OC)ccc(OC)c2s1	-5.8	113.0	-1.4	111.0	3.3	13.0	6.0	-18.6	-1.8
Cc1cc(C(F)(F)F)nn1CC(=O)N1CCCCC1C (stereo unspecified)	-4.7	97.0	0.2	102.0	3.2	-4.4	0.0	-15.9	-12.4
Cc1noc(C)c1S(=O)(=O)NC1CCN(Cc2ccccc2)CC1	.	119.0	2.3	121.0	.	-5.4	18.0	4.3	.
CC(=O)N1CCc2cc(S(=O)(=O)NC(CC(C)C)C(=O)Nc3ccc4c(c3)OCCO4)ccc21 (stereo unspecified)	-5.9	106.0	-1.0	111.0	-11.3	5.7	8.0	-27.1	-4.9
Cc1ccc(NC(=O)c2c3c(nc4ccccc24)CCC3)cc1	-0.2	72.0*[inhibitor]	-0.1	84.0	-8.5	5.0	-2.0	17.2	-0.4
CCCCN1CC[C@H]2C=CC[C@@H](C(=O)Nc3ccccc3)[C@H]2C1=O	.	100.0	-1.1	103.0	.	.	3.0	.	.
CCCn1nnc(NC(=O)c2ccc(Br)o2)n1	-13.7	106.0	0.5	110.0	-2.5	7.6	7.0	30.1	3.0
COCCCNC(=O)Cn1nnc(-c2ccc(NC(=O)c3cccnc3)cc2)n1	-3.4	101.0	0.6	94.0	-1.2	4.2	-10.0	27.8	3.2
CC(=O)Oc1c(S(=O)(=O)c2ccc(C)cc2)c(C)nn1C(C)(C)C	-7.3	99.0	-1.7	104.0	-16.2	2.5	2.0	7.1	3.8
COc1ccc(Nc2nc(N)nc(CSc3nc(C)cc(C)n3)n2)cc1	-0.9	102.0	-2.1	105.0	-20.1	13.4	8.0	60.1*	-9.6
CCN(CC)C(=O)CSC1=Nc2ccccc2C2=NC(c3ccccc3)C(=O)N12 (stereo unspecified)	20.7	126.0	-1.9	120.0	-19.4	-6.4	6.0	10.8	7.5
COc1ccc(/C=C/C(=O)c2sc(-c3ccccc3)nc2C)cc1	-2.7	101.0	0.7	98.0	3.6	36.3	-3.0	18.0	-5.5
Cc1ccc(S(=O)(=O)N/N=C/c2cccc([N+](=O)[O-])c2)cc1	3.1	73.0	-0.4	93.0	6.7	17.1	-1.0	11.6	24.8
C=C(C)CC(c1ccccc1)N(C(C)=O)c1ccco1 (stereo unspecified)	-12.6	100.0	-2.2	101.0	-8.2	16.4	2.0	29.2	-8.4
O=C(CCC(=O)N1CCc2ccccc21)Nc1ccccc1	-3.7	99.0	-1.6	105.0	-6.1	-0.6	1.0	-8.4	2.5
CC(=O)[C@H]1CC[C@H]2[C@@H]3CCC4=CC(=O)CC[C@]4(C)[C@H]3[C@H](O)C[C@]12C	-10.6	90.0	-0.2	99.0	-32.8	24.1	3.0	-13.6	0.7
CC[C@H]1CC2CN3CCc4c([nH]c5c([C@H]6C[C@H]7[C@H](CC)CN(C)[C@@H](Cc8c6[nH]c6ccccc86)[C@H]7C(=O)OC)c(OC)ccc45)C(C(=O)OC)(C2)C13	.	106.0	-1.2	113.0	.	.	6.0	.	.
CCc1ccccc1NC(=O)CSc1ccsc1[N+](=O)[O-]	-3.5	103.0	-2.1	105.0	-0.1	2.2	-1.0	-73.4	5.6
Cn1cccc1C(=O)NCCc1ccc(Cl)cc1	0.3	106.0	-0.8	106.0	-6.1	3.3	9.0	41.8	3.9
Cc1ccc(C)c(N(CC(=O)NCc2ccco2)C(=O)CCC(=O)Nc2nccs2)c1	-0.5	93.0	1.7	90.0	-39.5	33.0	-8.0	40.0	-6.5
Cc1cc(C)cc(NC(=O)c2oc3ccccc3c2COc2ccccc2)c1	6.6	101.0	2.1	104.0	-3.6	35.2	0.0	-13.6	-3.3
CN1CCN(c2nc(-c3ccc(Cl)s3)cs2)CC1	2.6	92.0	1.5	92.0	3.7	8.9	-9.0	19.9	22.2
Cc1cc(Cl)ccc1NC(=S)NCCC(c1ccccc1)c1ccccc1	-15.2	118.0	-0.1	127.0	-9.4	.	8.0	-5.8	-3.0
COc1ccccc1CNC(=O)C(=O)NCC1OCCN1S(=O)(=O)c1cccs1 (stereo unspecified)	0.4	103.0	0.1	103.0	-15.3	.	8.0	-15.4	3.8
CCOC(=O)c1cnc(SCC(=O)NCc2cccs2)nc1N	-3.0	92.0	1.0	95.0	-4.7	-14.9	0.0	-2.7	-13.6
Clc1ccc(-c2noc(COc3ccccc3)n2)cc1	-6.6	96.0	-0.6	97.0	-2.1	-4.9	4.0	-0.3	-4.0
COc1ccc(CCNC(=O)CC(Cc2ccc(C)cc2)C(=O)O)cc1OC (stereo unspecified)	2.7	102.0	3.0	104.0	-30.7	-2.0	0.0	24.8	1.7
C=CCCC(=O)N1CCCC(Cc2cccc(Cl)c2)(C(=O)OCC)C1 (stereo unspecified)	-2.8	105.0	-2.2	104.0	-39.5	15.5	2.0	50.6	4.6
C[n+]1c2n(c3ccccc31)N=C(c1ccc(Br)cc1)CS2	-7.6	92.0	-0.4	105.0	4.0	36.1	-2.0	3.5	13.6
CCOC(=O)C1CCN(C(=O)Nc2cc(Cl)cc(Cl)c2)CC1	-0.1	75.0	-2.1	79.0	-17.5	.	-14.0	-1.4	-2.9
CN(C)S(=O)(=O)c1cccc(-c2nnc(SCC(=O)NCCCCCC(=O)O)n2-c2ccc(F)cc2)c1	-6.0	.	0.6	.	-46.7	-35.0	.	-63.3	4.8
O=C(CON=C1c2ccccc2-c2ccccc21)NC12CC3CC(CC(C3)C1)C2	0.8	99.0	-1.3	95.0	-3.0	53.6	-1.0	-15.9	5.0
Clc1ccc(-c2cc3ccccc3[nH]2)cc1	-4.3	94.0	-1.3	89.0	5.6	10.8	-5.0	5.4	1.8
CC1CCN(C(=O)COC(=O)[C@H](C)NS(=O)(=O)/C=C/c2ccccc2)CC1	9.8	106.0	0.1	107.0	-21.4	4.2	7.0	25.2	1.0
CC(C)CCOP(=O)(c1ccc(N(C)C)cc1)C(O)c1ccccc1 (stereo unspecified)	2.5	102.0	-0.9	99.0	-35.1	-8.3	-1.0	15.9	-4.1
Cc1nc(Cl)c(Cl)n1CCOc1ccccc1	0.6	95.0	-0.8	97.0	-8.8	15.1	-3.0	40.9	-5.1
